Pf gametocyte = late stage P. falciparum gametocyte viability inhibitors, primary screen, ATP luminescence, HTS | P. falciparum stage V gametocytes, 24 h | inhibition, % at 10.9 µM | actives 0.065% (n = 150,000) | AID 743093, 2013;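 active means inhibition above the mean plus 3 SD of compounds within the control limits, set per campaign, cut at about 38% in these data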;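 further: 0% = DMSO wells and 100% = medium only without gametocytes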
The depositor's hits bear a star. An excerpt. The share of hits here may be higher or lower than overall.

molecule	Pf gametocyte
CCCn1c(C(C)Nc2nc(-c3ccc(C)cc3)cs2)nc2ccccc21 (stereo unspecified)	-7
COc1ccccc1N1CCN(CCC(=O)Nc2ccc(F)cc2)CC1	-7
CN(C(=O)c1cccc(Cl)c1)C1CCCN(Cc2ccccc2F)C1 (stereo unspecified)	11
Cc1cc(=O)[nH]c(SCC(=O)c2ccc(O)c(O)c2)n1	-31
O=[N+]([O-])c1cc([N+](=O)[O-])c(Oc2cc(F)ccc2F)cc1NN1CCCCC1	6
CNC(=O)[C@@]1(Cc2ccccc2)C=C[C@@H](C)N1C(C)=O	4
CC(C)(C)CN1C(N)=NC[C@@H]1Cc1ccccc1	-29
COc1ccc(N/C=C/C(=O)c2cc(OC)c(OC)c(OC)c2)cc1	-12
CCOC(=O)N1CCN(S(=O)(=O)c2ccc(OC)c(Br)c2)CC1	1
COc1ccccc1C(=O)NNC(=O)c1cccc(O)c1	-17
CN(C)CCO/N=C(\c1ccc(Br)cc1)c1cccnc1	-11
COc1ccc(C(=O)O)cc1NCc1cccnc1	21
Brc1ccsc1/C=N/Nc1ccccc1	-12
[O-]/[N+](=C/c1ccccc1)c1ccccc1	10
Cc1ccccc1NC(=O)c1ccco1	-6
O=C(/C=C/c1ccco1)NC(=S)Nc1cccc(-c2nc3ccccc3s2)c1	4
CN1C(=O)/C(=C2\SC(=S)N(NC(=O)c3cccnc3)C2=O)c2ccccc21	-6
CCOc1ccc(C(=O)n2cc(C(=O)OC)c3ccccc32)cc1	15
CC1=NN(c2cccc(F)c2)C(=O)/C1=C/c1ccc(N(C)C)cc1	7
COc1ccccc1C(CC(=O)O)c1ccc2c(c1)OCO2 (stereo unspecified)	-15
CCOC(=O)C1CCN(C(=O)CCc2ccc(S(=O)(=O)NC(C)C)cc2)CC1	-15
CC(=O)Oc1cccc(C(=O)Nc2cccc(C(=O)Nc3ccccc3C(=O)O)c2)c1	17
CS(=O)(=O)N(CC(=O)Nc1ccc(F)cc1F)C1CCCCC1	-29
CSc1ccc(/C=C2\NC(=O)NC2=O)cc1	5

The last 7 records of the part above open the next one:
molecule	Pf gametocyte
CCOc1ccc(C(=O)n2cc(C(=O)OC)c3ccccc32)cc1	15
CC1=NN(c2cccc(F)c2)C(=O)/C1=C/c1ccc(N(C)C)cc1	7
COc1ccccc1C(CC(=O)O)c1ccc2c(c1)OCO2 (stereo unspecified)	-15
CCOC(=O)C1CCN(C(=O)CCc2ccc(S(=O)(=O)NC(C)C)cc2)CC1	-15
CC(=O)Oc1cccc(C(=O)Nc2cccc(C(=O)Nc3ccccc3C(=O)O)c2)c1	17
CS(=O)(=O)N(CC(=O)Nc1ccc(F)cc1F)C1CCCCC1	-29
CSc1ccc(/C=C2\NC(=O)NC2=O)cc1	5
Fc1ccc(-n2nnc(-c3ccccc3Br)n2)cc1	0
C[C@@H](O)C(C(=O)N1CCNCC1)n1cc([C@@H](N)CCCCN)nn1 (stereo partly specified)	11
O=C(N[C@@H]1C/C=C\C[C@@H](CC(=O)N(CCO)Cc2ccccc2)C(=O)N[C@H](Cc2ccccc2)COC1=O)OCC1c2ccccc2-c2ccccc21	-1
Cc1ccccc1NC(=O)C1CCC(=O)N1 (stereo unspecified)	12
COC(=O)c1ccc(CN2CCCC(CNC(=O)Cc3ccc(OC)cc3)C2)cc1 (stereo unspecified)	7
Cc1ccc(NC(=O)CN2CCC(NC(=O)c3ccccc3F)CC2)cc1C	5
COc1ccc(CC(=O)Nc2sc3c(c2C#N)CC(C)(C)NC3(C)C)cc1OC	-18
CCN(CC)CCN(Cc1cc2cc3c(cc2[nH]c1=O)OCCO3)C(=S)NCC(C)C	6
CS(=O)(=O)N1CCN(Cc2cc(=O)n3ccsc3n2)CC1	-2
O=C(c1ccccc1Br)N1CCN(Cc2ccc3c(c2)OCO3)CC1	-25
Cc1ccc(O)c(/C=N/NC(=O)CN2CCCC2)c1	-20
O=c1c2ccccc2nc(SCc2nnc(-c3ccccc3)o2)n1-c1ccccc1	0
CC(=O)OCCN1CCN(C(=O)CN2C(=O)NC(c3ccccc3)(c3ccccc3)C2=O)CC1	17
CC1CCCC(C)N1/N=C/c1cccc([N+](=O)[O-])c1 (stereo unspecified)	2
Cc1cc(C)c(C#N)c(N2CCN(c3ccc(F)cc3)CC2)n1	8
C[C@H]1CN([C@@H](C)CO)C(=O)Cc2cc(NC(=O)CCC(F)(F)F)ccc2O[C@H]1CN(C)S(=O)(=O)c1ccc(F)cc1	-32
CCOc1c(CNCCCSc2nc(C)cc(C)n2)cccc1OC	-15
COc1ccc(CCNS(=O)(=O)c2ccc(Br)cc2)cc1	9
O=C(Nc1cc(Cl)cc(Cl)c1)C1CCCC1	-17
CC1(C)CC(NC(=O)Cc2ccc(Cl)cc2)CC(C)(C)N1	15
COc1ccccc1NC(=O)c1ccc(COc2ccccc2OC)cc1	6
c1ccc(N2CCN(Cc3ccc4c(c3)OCO4)CC2)nc1	-14
O=[N+]([O-])c1ccc(-n2nncc2-c2ccccc2)cc1	-3
CC1CCN(C(=O)c2nc[nH]c2C(=O)OCCNC(=O)OC(C)(C)C)CC1	0
O=C(c1cc(N2CCOCC2)c(F)cc1[N+](=O)[O-])N1CCOCC1	10
CCN1C(=O)[C@H]2[C@@H](c3ccc(C)cc3)N3C(=O)N(c4ccc(C)cc4)C(=O)[C@@]3(Cc3ccccc3)[C@H]2C1=O	-28
CCOC(=O)/C=C1\CN(Cc2cc(OC)c(OC)c(OC)c2)S(=O)(=O)c2ccccc21	-49
O=C1c2ccccc2S(=O)(=O)c2cc(N3CCN(c4ccccc4)CC3)ccc21	6
O=C(NCc1ccccc1)c1onc(CSc2ccncc2)c1C(=O)NCc1ccccc1	-73
CCOC(=O)C[n+]1ccc2c([nH]c3ccccc32)c1C	5
CCc1c(C)nc(N2CCN(c3ccc(F)cc3)CC2)[nH]c1=O	-12
CC(=O)Oc1ccc(N2C(=O)c3cccc4c([N+](=O)[O-])ccc(c34)C2=O)cc1	-20
C#CCOCCOCCOCCNc1nc(N2CCN(C(=O)[C@H](CCCCN)n3cc(CN)nn3)CC2)nc(N2CCN(C(=O)[C@H](CC(N)=O)n3cc(C(N)[C@H](C)CC)nn3)CC2)n1 (stereo partly specified)	13
CCN(Cc1ccccc1)C(=O)COc1ccccc1	7
CCC(c1nnnn1Cc1ccco1)N(CCc1ccccc1)Cc1cc2cc(C)ccc2[nH]c1=O (stereo unspecified)	3
CN(Cc1ccccc1)C(=O)c1[nH]cnc1C(=O)Nc1ccccc1	7

Two entries drawn at random from the list so far, as already listed:
molecule	Pf gametocyte
O=C(c1cc(N2CCOCC2)c(F)cc1[N+](=O)[O-])N1CCOCC1	10
CN(Cc1ccccc1)C(=O)c1[nH]cnc1C(=O)Nc1ccccc1	7

The list goes on:
molecule	Pf gametocyte
O=C(C1CC1)N1CCN(Cc2ccccc2)CC1	0
Clc1cccc(-c2ccc3ncnc(NCc4cccs4)c3c2)c1	-17
O=C1N=C(N2CCCCC2)S/C1=C\c1ccc(Br)cc1	-3
CC(=O)Nc1cccc(C(=O)N(Cc2ccccc2)Cc2ccccc2)c1	10
CC(Nc1nc(Nc2ccc(F)cc2)nc(SCC(N)=O)n1)c1ccccc1 (stereo unspecified)	-11
CC(C)/C(C=O)=C(/NC1CCCCC1)c1ccccc1	-4
O=C(C[n+]1ccccc1)Nc1ccc(Cl)c([N+](=O)[O-])c1	-11
Cc1ccccc1NC(=O)c1nn(C)c(C(=O)Nc2ccccc2C)c1[N+](=O)[O-]	3
O=C1CC(N2CCN(c3ccccc3)CC2)C(=O)N1c1ccc(Cl)cc1 (stereo unspecified)	10
N=c1n(CC(=O)c2ccc(Br)cc2)c2ccccc2n1Cc1ccccc1	10
C/C(=N\NC(=O)Cc1ccccc1)c1ccc(Br)s1	12
COC(=O)c1ccc2[nH]c3cccc(/C(=C/c4ccccc4)c4ccccc4)c3c2c1	11
CCc1c(C)nc2cc(-c3cccc(Br)c3)[nH]n2c1=O	8
Cc1cc(C)c(S(=O)(=O)Nc2ccccn2)c(C)c1	-29
Cc1cccc(C(=O)OCCN2CCOCC2)c1	-5
O=C1c2ccccc2S(=O)(=O)c2cc(C(=O)N3CCCC3)ccc21	9
Cc1cc(C)c(OCCN2CCCC2)c(Cl)c1	10
CC(C)(C)C(=O)C1=C(O)C(=O)N(c2ccccc2)C1c1ccccc1 (stereo unspecified)	5
COc1ccc(OCc2nn[nH]n2)cc1	3
N#CCc1ccc(OC(=O)c2cccnc2Cl)cc1	-8
CCOC(OCC)c1cn(Cc2ccc(C(=O)c3ccccc3)cc2)nn1	2
CCN1N=C(c2ccccc2)CCC1=O	-22
O=[N+]([O-])c1ccc(-c2csc(N3CCCCCC3)n2)cc1	12
COc1ccccc1NC(=O)C1C2C=CC(C2)C1C(=O)NCc1cccnc1 (stereo unspecified)	6
C=CCSc1ccccc1C(=O)Nc1ncn[nH]1	5
NC(=O)CC(NC(=O)c1ccc(Br)cc1)c1ccc(N2CCC(Cc3ccccc3)CC2)c([N+](=O)[O-])c1 (stereo unspecified)	20
CCCCOc1ccc(C2C(C(=O)c3cccs3)=C(O)C(=O)N2CCN2CCOCC2)cc1 (stereo unspecified)	10
CC(C)[C@H]1COCCS(=O)(=O)N1Cc1ccc(Cl)cc1	11
Cc1ccc(/C=N/NC(=O)c2c(C)nc3ccc(Cl)cn23)cc1	-5
CCN1C(=O)N[C@@H](c2ccc(Br)cc2)C(C(C)=O)=C1C	-7
CCOc1ccccc1OCCCNCc1ccccc1	-10
S=c1[nH]nc(-c2ccccc2Br)n1Cc1ccccc1	-21
COc1ccc(CN2CCC(=O)N([C@H](CO)Cc3ccccc3)CC2)cc1	28
Cc1ccc2nc(CCl)[n+]([O-])c(-c3ccccc3)c2c1	0
COc1cc(CNCc2ccncc2)cc(OC)c1OC	-2
COc1cccc(N2[C@@H](CC(C)=O)c3ccc(/C=C/C(C)=O)cc3S2(=O)=O)c1	1
CC(=O)c1ccc(COC(=O)c2cc3ccccc3oc2=O)cc1	14
CC1CCC(=O)N(CCSc2ccccc2)CC1 (stereo unspecified)	-6
Cc1ccc(-n2c(-c3ccncc3)nnc2-c2cccs2)cc1	12
COc1ccccc1C1CC(c2cccc(NS(C)(=O)=O)c2)=NN1S(=O)(=O)c1ccccc1 (stereo unspecified)	-22
CC1=NN(C(N)=S)C(=O)C1N=Nc1ccccc1C(=O)O (stereo unspecified)	14
COc1cccc(C(=O)Oc2ccc(/C=N/Nc3ccc(C(=O)O)cc3)cc2OC)c1	-35
CCOC(=O)[C@H]1[C@H]2COc3ccc(Br)cc3[C@@H]2N2C(=O)c3ccc(Cl)cc3NC(=O)[C@@]12C	17
CC(=O)c1c(Cl)nc2cccc3c2c1-c1ccccc1C3=O	4
Cc1ccc2nc(-c3cccc(SC4CCCCC4)c3)c(NC3CCCCC3)n2c1	-9
CC(=O)Nc1ccc(S(=O)(=O)Nc2cccc(-c3nc4cc(C)ccc4o3)c2)cc1	5
CC[C@@]12C(=O)N(c3ccc(OC)cc3)C(=O)N1[C@H](c1ccc(Cl)cc1)[C@@H]1C(=O)N(C3CCCCC3)C(=O)[C@@H]12	-9
COC(=O)c1cc(C#N)c(Oc2ccccc2)nc1C	-3
O=C(Nc1ccc(F)cc1)c1ccc(CN2CCc3ccccc3C2)cc1	-22
O=C1C=C(c2cccc(O)c2)C[C@@H](c2ccc(F)cc2)C1	-10
Cc1ccc2c(c1)NC(=O)[C@@]1(C)[C@@H](c3ccccc3)[C@H]3COc4ccccc4[C@@H]3N1C2=O	-42
CN1CCN(C2Cc3ccccc3Sc3cc(C(F)(F)F)ccc32)CC1 (stereo unspecified)	21
O=C(NCCCN1CCOCC1)c1ccc(Cl)c([N+](=O)[O-])c1	-11
CCN(CC)C(=O)C1CCN(Cc2ccc(OCc3ccccc3)cc2)CC1	1
CCN(CC)C(=O)c1ccc(-c2nnc(Nc3cccc(O)c3)c3ccccc23)cc1	-25
COc1ccc(S(=O)(=O)Nc2cccc3c2O[C@H](CN(C)C(=O)NC(C)C)[C@@H](C)CN([C@H](C)CO)C3=O)cc1	-16
CN1CCN(c2nc3c(c(=O)[nH]c(=O)n3C)n2Cc2ccc([N+](=O)[O-])cc2)CC1	18
Fc1ccc(-n2nnc(-c3ccccc3Cl)n2)cc1	-27
CCCCN1C[C@H](Cc2ccccc2)[C@@H](CC(=O)NCc2ccc(OC)cc2)C1=O	-6
CC(=O)Nc1ccc(CN(C)CC2CCCN(CCc3cccc(C(F)(F)F)c3)C2)cc1 (stereo unspecified)	19

More entries
molecule	Pf gametocyte
COC(=O)C[C@H]1c2ccccc2S(=O)(=O)N1C(C)C	11
O=C(N/N=C/c1cccc([N+](=O)[O-])c1)c1cc[n+](CCO)cc1	-4
CCN(CC)CCCN(C(=O)c1ccc(OC)cc1)c1nc(-c2ccc(OC)cc2)cs1	-21
O=C(OCC#CCSc1nnc(-c2cccc3ccccc23)o1)c1cccc2[nH]ccc12	-33
COc1ccc(CNCc2c(F)cccc2F)cc1OC	1
C=CCC[C@H](Cc1ccc(F)cc1)C(=O)OC[C@@H](Cc1c[nH]c2ccccc12)NC(=O)[C@@H](CC=C)CC(=O)N(CCO)Cc1ccccc1	-12
O=C(NCc1ccccc1)c1ccc(N2CCC3(CC2)CC(c2ccccc2)=NO3)c([N+](=O)[O-])c1	11
O=S(=O)(O)c1cnccc1Nc1cccc(C(F)(F)F)c1	-3

Source: PubChem BioAssay
